MEKK3 PB1 HTS: modulators of MEKK3-MEK5 PB1 binding, primary screen, biochemical, wildtype MEKK3, multiplex bead flow cytometry, Alexa488-MEK5 | bead-based flow cytometry, Alexa488-MEK5 binding to MEKK3; actives lie on both sides; 0 = blocked by unlabeled MEK5, 100 = vehicle | binding response (% of control), % at 10 µM | 290,000 compounds, 1.4% hits;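 active = binding response more than 3 SD above or below the average of its plate-row segment, actives on both sides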;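 also: Alexa488 bead fluorescence after subtracting the streptavidin-only scavenger bead signal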
Target sequence (Q99759 whole entry, looked up): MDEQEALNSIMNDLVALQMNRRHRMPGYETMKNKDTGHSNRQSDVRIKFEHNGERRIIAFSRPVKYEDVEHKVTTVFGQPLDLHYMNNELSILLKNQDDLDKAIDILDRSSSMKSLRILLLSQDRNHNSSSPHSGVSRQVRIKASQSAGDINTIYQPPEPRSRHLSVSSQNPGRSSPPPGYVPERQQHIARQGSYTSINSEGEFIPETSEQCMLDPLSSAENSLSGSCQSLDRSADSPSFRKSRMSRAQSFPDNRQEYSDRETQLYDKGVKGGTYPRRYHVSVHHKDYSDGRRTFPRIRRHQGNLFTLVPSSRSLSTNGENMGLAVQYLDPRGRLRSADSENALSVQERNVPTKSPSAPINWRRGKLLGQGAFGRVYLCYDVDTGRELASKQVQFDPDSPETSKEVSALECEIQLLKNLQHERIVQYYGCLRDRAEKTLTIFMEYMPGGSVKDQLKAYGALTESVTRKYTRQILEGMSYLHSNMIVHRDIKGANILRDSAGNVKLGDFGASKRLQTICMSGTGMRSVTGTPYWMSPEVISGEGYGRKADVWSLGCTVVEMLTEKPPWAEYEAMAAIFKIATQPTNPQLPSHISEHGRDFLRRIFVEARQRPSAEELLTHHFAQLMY
PHOSPHO1 block: PubChem AID 1565 | recombinant PHOSPHO1, absorbance phosphatase assay | 290,000 compounds, 1.1% hits | Phosphoethanolamine/phosphocholine phosphatase (Homo sapiens), Q8TCT1 | inhibition, % at 13.3 µM; in the data active = inhibition above about 60%
Target sequence (Q8TCT1 whole entry, looked up): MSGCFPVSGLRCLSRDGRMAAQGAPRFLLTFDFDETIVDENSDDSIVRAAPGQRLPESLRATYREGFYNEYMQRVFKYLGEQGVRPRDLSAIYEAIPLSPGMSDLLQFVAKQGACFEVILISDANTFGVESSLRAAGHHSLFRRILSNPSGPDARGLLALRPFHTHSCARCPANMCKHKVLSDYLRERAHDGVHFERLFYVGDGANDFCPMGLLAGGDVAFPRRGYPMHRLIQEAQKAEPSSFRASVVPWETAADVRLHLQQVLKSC
VIM-2 inhibitor: VIM-2 metallo-beta-lactamase inhibitors, primary screen, biochemical, epi-absorbance readout, Pseudomonas aeruginosa enzyme | inhibition, % at 5.6 µM | 290,000 compounds, 0.89% hits | purified VIM-2, nitrocefin hydrolysis, epi-absorbance fluorescence | AID 1527, 2009;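 active = inhibition above the mean of all tested compounds plus 3 SD, cutoff set per screening run, cut at about 7.5% in these data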;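 also: red hydrolysis product quenches plate fluorescence so inhibitors raise well fluorescence; 0% = enzyme with DMSO and 100% = DMSO without enzyme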
p-CIP stab down: p/CIP-EGFP fusion destabilizers, primary screen, fluorescence, F442A cells. 290,000 compounds, 0.01% hits. 16 h. Q05BA5. decrease of EGFP signal, % at 10 µM;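 active = EGFP signal decrease of at least 30% at 10 µM or well 3 SD below plate mean, unless failing retest; inactive = the rest, including hits failing retest or dose response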; also: some compounds called inactive have numbers as strong as hits; many of its hits are not listed in these tables
SUMO HTRF inh: inhibitors of in vitro SUMOylation cascade, primary screen, biochemical, HTRF, uHTS; HTRF SUMOylation assay, SAE1/SAE2 + UBC9; inhibition, % at 35 µM; 290,000 compounds, 0.36% hits; AID 2006, 2009; in the data active = inhibition above about 50%, passing the limit was not always enough; also: strong numbers were not always called active
Target sequence (P63279 whole entry, looked up): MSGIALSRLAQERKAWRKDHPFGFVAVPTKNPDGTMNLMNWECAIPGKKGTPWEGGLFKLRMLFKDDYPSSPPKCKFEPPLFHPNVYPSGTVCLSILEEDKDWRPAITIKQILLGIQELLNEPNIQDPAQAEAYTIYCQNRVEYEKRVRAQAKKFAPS
NS3 helicase inh: inhibitors of HCV NS3 helicase, primary screen, biochemical, Cy5 molecular beacon fluorescence; 290,000 compounds, 0.56% hits; NS3 helicase DNA unwinding; Hepatitis C virus NS3 helicase; inhibition, % at 10.9 µM;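 active = inhibition above the mean of all tested compounds plus 3 SD, set per campaign, cut at about 35% in these data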;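 also: 0% = DMSO wells and 100% = thioflavine S control wells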
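System: Hepatitis C virus NS3 helicase domain fragment enzyme | Reagent: Annealed dual-labelled DNA beacon duplex, ATP-started | Compound dosing: 10.9 µM single point, 0.8% DMSO | Incubation: 1 h reaction at 25 °C, ATP-initiated | Technique: Cy5 fluorescence | Evaluation: Percent inhibition from t60/t0 fluorescence ratio | Benchmarks: Low DMSO, high thioflavine S at 110 µM | Replication: Singlicate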
FID counter: compounds displacing fluorescent DNA intercalator, primary screen, artefact control for HCV NS3 helicase inhibitor project, biochemical, FID fluorescence | DNA fluorescent intercalator displacement | inhibition, % at 7.9 µM | 290,000 compounds, 0.17% hits | AID 1845, 2009; in the data active = inhibition above about 37%;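 also: 0% = vehicle and 100% = reference compound; higher means more ethidium bromide displaced from hairpin DNA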
IMP-1 inh: IMP-1 metallo-beta-lactamase inhibitors, primary screen, biochemical, epi-absorbance readout, Pseudomonas aeruginosa enzyme; inhibition, % at 5.6 µM; metallo-beta-lactamase IMP-1 (Pseudomonas aeruginosa); 290,000 compounds, 0.45% hits; purified IMP-1, nitrocefin hydrolysis, epi-absorbance fluorescence; AID 1556, 2009;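 active = inhibition above the mean plus 3 SD of all compounds in the same screening run, cut at about 4.5% in these data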;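 also: 0% = IMP-1 with DMSO and 100% = DMSO wells lacking enzyme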
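System: purified recombinant IMP-1 beta-lactamase. Medium: Zinc- and detergent-supplemented HEPES buffer, pH 7.1. Compound: one 5.6 µM dose […]. Schedule: 15 min preincubation plus 25 min reaction at 25 °C. Technique: Epi-absorbance fluorescence, 480 nm excitation, 530 nm emission.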
IDE act: human IDE activators in live cells, primary screen, fluorescence polarization, HEK cells, FAbeta-B substrate; FAbeta-B cleavage; 0% vehicle, 100% cell-free pure enzyme wells; activation, % at 5.96 µM; 340,000 compounds, 0.073% hits;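 active = activation above the mean of all tested compounds plus 3 SD, set per screening campaign, cut at about 17% in these data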
The depositor's hits bear a star; x = no result given; & = joins results of further samples. Not all compounds are listed; the hit share may differ from the screen's.

SMILES | MEKK3 PB1 HTS | PHOSPHO1 block | VIM-2 inhibitor | p-CIP stab down | SUMO HTRF inh | NS3 helicase inh | FID counter | IMP-1 inh | IDE act
CCN(CC)CCNc1ccc2nnc(CCNS(=O)(=O)c3ccc(C)cc3)n2n1 | 122 | 21 | 1.0 | 10 | 20 | 2 | 16 | 0.4 | 3
COc1cc(C#N)c(NC(=O)CN2CCC(C(N)=O)CC2)cc1OC | 100 | 4 | -2.2 | -6 | 17 | 8 | 1 | -3.7 | 1
Cc1ccc(NC(=O)CSc2ncnc3ccccc23)cc1S(=O)(=O)N1CCCCCC1 | 106 | 7 | -4.7 | 1 | -42 | -9 | -14 | -2.5 | 2
CCN(CC)c1ccc([N+](=O)[O-])cc1C(=O)O | 92 | 6 | 0.6 | -17 | -4 | -4 | 2 | -1.8 | -2
CCCCCOc1ccc(NS(C)(=O)=O)cc1 | x | 4 | -3.3 | -6 | 14 | -2 | -6 | -3.0 | -4
CCOC(=O)c1ccc(NC(=O)C2CC(=O)N=C(N)S2)cc1 (configuration not stated) | 102 | 49 | -0.2 | -3 | 20 | 6 | -4 | -1.3 | 3
CN(C)S(=O)(=O)c1ccc(C(=O)NCc2nnc(SCC(=O)N3CCCCCC3)o2)cc1 | 98 | 28 | 0.8 | -8 | 6 | 4 | -17 | 0.2 | 1
CC(=O)C1=C(Nc2ccccc2)CC(C)(O)C(C(C)=O)C1c1ccccc1 (configuration not stated) | 91 | 23 | -0.1 | 5 | 5 | -5 | -4 | 0.1 | 2
O=C(O)CNC(=O)/C(=C/c1ccco1)NC(=O)/C=C/c1ccccc1 | 99 | -21 | -1.6 | -6 | 2 | -1 | -1 | -1.2 | -4
Cc1cc(C)c(S(=O)(=O)Nc2ncccc2C)c(C)c1 | 107 | x | -2.1 | -4 | 4 | 7 | -12 | -4.0 | -1
O=C(O)c1c(NC(=O)N2CCOCC2)sc2c1CCCC2 | 110 | 20 | -2.9 | -4 | 3 | 6 | -7 | -1.8 | 0
CCCC(=O)C1=C(O)C(C(=O)OC)C(C)(C)CC1=NC (configuration not stated) | 101 | -16 | -2.8 | -15 | 26 | 0 | -1 | -5.3 | -4
COc1ccc(/C=N/OCC(=O)NCc2cccs2)c(OC)c1 | 99 | 1 | -0.8 | -12 | 13 | 1 | -12 | -0.3 | 3
CC(=O)c1cccc(NC(=O)c2cc(S(=O)(=O)N3CCOCC3)cs2)c1 | 104 | 33 | -1.5 | -2 | 8 | 0 | -12 | -0.6 | 4
O=C1CCCC/C1=C\Nc1ccc(S(=O)(=O)Nc2cnc3ccccc3n2)cc1 | 91 | 1 | -3.8 | -8 | 1 | 1 | -7 | -2.1 | 0
O=C(NCc1cccnc1)c1ccc(NC(=O)c2ccco2)cc1 | 99 | -3 | 1.0 | 1 | 7 | -5 | 3 | 0.7 | 5
Cc1ccc(O)c(C(=O)c2cc(C#N)c3nc4ccccc4n3c2)c1 | 104 | -16 | -2.0 | -11 | 19 | 15 | -2 | -2.3 | -79
O=C(Nc1ccc2oc(-c3ccccc3)nc2c1)c1cccnc1 | 97 | 51 | 0.0 | -4 | 20 | -10 | -15 | 0.2 | -10
CC(=O)c1cccc(NC(=O)Cn2cnc(S(=O)(=O)N3CCC(C)CC3)c2)c1 | 98 | 38 | -1.5 | -15 | 18 | -6 | -19 | -1.4 | -2
COCC(C)N=C1SCCN1Cc1ccccc1 (configuration not stated) | 97 | 18 | 1.0 | -12 | 11 | -6 | -3 | 1.2 | 1

A different layout for two compounds above:
Structure: CCCC(=O)C1=C(O)C(C(=O)OC)C(C)(C)CC1=NC (configuration not stated)
- MEKK3 PB1 HTS: 101
- PHOSPHO1 block: -16
- VIM-2 inhibitor: -2.8
- p-CIP stab down: -15
- SUMO HTRF inh: 26
- NS3 helicase inh: 0
- FID counter: -1
- IMP-1 inh: -5.3
- IDE act: -4
Structure: O=C1CCCC/C1=C\Nc1ccc(S(=O)(=O)Nc2cnc3ccccc3n2)cc1
- MEKK3 PB1 HTS: 91
- PHOSPHO1 block: 1
- VIM-2 inhibitor: -3.8
- p-CIP stab down: -8
- SUMO HTRF inh: 1
- NS3 helicase inh: 1
- FID counter: -7
- IMP-1 inh: -2.1
- IDE act: 0

Record cards (already shown). Values in the order: MEKK3 PB1 HTS | PHOSPHO1 block | VIM-2 inhibitor | p-CIP stab down | SUMO HTRF inh | NS3 helicase inh | FID counter | IMP-1 inh | IDE act
O=C1CCCC/C1=C\Nc1ccc(S(=O)(=O)Nc2cnc3ccccc3n2)cc1 reads 91 | 1 | -3.8 | -8 | 1 | 1 | -7 | -2.1 | 0
CCCC(=O)C1=C(O)C(C(=O)OC)C(C)(C)CC1=NC (configuration not stated) reads 101 | -16 | -2.8 | -15 | 26 | 0 | -1 | -5.3 | -4

Other structures follow.
SMILES | MEKK3 PB1 HTS | PHOSPHO1 block | VIM-2 inhibitor | p-CIP stab down | SUMO HTRF inh | NS3 helicase inh | FID counter | IMP-1 inh | IDE act
CNc1nc(N)c([N+](=O)[O-])c(NCc2ccccc2)n1 | 88 | -2 | 3.7 | 2 | -4 | 3 | 3 | 1.1 | 0
CC(C)Cc1nnc(NC(=O)CCC(=O)N2CCC(C)CC2)s1 | 101 | 28 | -1.2 | 6 | 5 | 3 | -42 | -3.3 | 6
O=C(O)C1CCCCC1C(=O)Nc1nccs1 (configuration not stated) | 98 | -11 | -2.1 | -2 | 18 | 11 | 0 | -4.6 | -1
S=C(Nc1ccccc1)N(Cc1ccccc1)Cc1ccncc1 | 100 | 46 | -1.4 | -2 | 18 | -11 | -7 | 0.1 | 0
O=C(NCCCN1CCOCC1)c1cc(-c2ccc(Br)cc2)on1 | 97 | -4 | -2.4 | -8 | 6 | 0 | 6 | -3.1 | -6
Cc1ccc2c(C)c(C(=O)N(Cc3cccs3)C3CCS(=O)(=O)C3)oc2c1 (configuration not stated) | 103 | -9 | -0.7 | 1 | 8 | 5 | -30 | -0.5 | 3
CSc1nsc(SCc2cnc(C)nc2N)n1 | 101 | -36 | -4.0 | -16 | -7 | -5 | -2 | 0.1 | 0
CCOc1ccccc1-n1c(SCC(N)=O)nc2ccccc2c1=O | 103 | -21 | -2.8 | 2 | 3 | 1 | -1 | -5.9 | 5
O=c1ccc(=O)n2n1CC(O)C2 | 106 | 13 | -0.7 | -5 | 6 | -2 | 0 | -3.3 | 4
Cn1c(SCc2ccccc2)nc2ccsc2c1=O | 100 | 53 | 1.2 | 9 | 2 | -9 | -13 | -2.6 | 1
COc1ccc(NC(=O)Nc2ccc3nonc3c2)cc1 | 99 | 1 | -1.4 | -8 | 0 | -5 | 2 | -1.6 | x
COCCn1c(C)cc(C(=O)COC(=O)c2ccc3c(c2)NC(=O)CS3)c1C | 99 | -5 | -3.1 | -1 | 4 | 6 | -12 | 2.1 | -2
COC(=O)Cc1ccc2oc(-c3cccnc3)nc2c1 | 107 | 37 | -8.5 | -6 | 12 | -2 | -3 | -5.2 | -1
Nc1cnn(C2CCCO2)c(=O)n1 (configuration not stated) | 98 | -1 | -3.1 | 6 | 0 | -8 | -6 | -2.6 | 2
CCOc1cc(NC(=S)NCCCN(C)C)c(OCC)cc1NC(=O)C1CC1 | 93 | 1 | -3.9 | 4 | -3 | 7 | 13 | -3.0 | 2
Cc1cccc(C(=O)OCC(=O)Nc2ccc(N3CCCCC3)cc2)c1O | 104 | 10 | -1.4 | 6 | 12 | 6 | -2 | -3.1 | 0
Cn1c(SCC(=O)N2CCN(c3ccccc3)CC2)nnc1-c1c[nH]c2ccccc12 | 100 | 52 | -2.5 | 15 | 3 | -5 | -28 | -3.1 | -7
CC(=O)/C(N=Nc1ccc(SC(F)F)cc1)=C(\C)O | 109 | 36 | -3.3 | 8 | -7 | 2 | -3 | -2.6 | 4
Oc1[nH]c2ccccc2c1N=Nc1nc2ccccc2s1 | x | -1 | -2.7 | 3 | -4 | -1 | 7 | -2.2 | 5
CCCn1c(-c2ccc(F)cc2)n[nH]c1=S | 83 | 91* | 10* | -29 | 20 | 3 | -1 | -4.0 | -4
COc1ccccc1OCC(=O)OC/C(O)=C(\C#N)c1nc2ccccc2[nH]1 | 102 | 9 | 11* | -1 | -22 | 5 | -2 | 1.5 | -6
CCOC(=O)c1ccc(N2C(=O)CC(NC3CCN(C(=O)c4cccc(Cl)c4)CC3)C2=O)cc1 (configuration not stated) | 103 | -7 | -4.2 | -11 | 3 | 7 | -54 | -3.8 | x
COc1cc(OC)c(C(=O)NCC2CCCO2)cc1OC (configuration not stated) | 90 | 14 | -4.2 | -4 | 8 | -3 | -3 | -0.1 | 2
COc1ccc(CC(=O)Nc2ccc(-c3noc(-c4ccc(Cl)cc4)n3)cc2)cc1 | 94 | 7 | 1.3 | -9 | 10 | 7 | 9 | -0.6 | -1
Cc1ccc(F)cc1NC(=O)N1c2ccccc2NC(=O)CC1C (configuration not stated) | 103 | 3 | -4.1 | 2 | 4 | 4 | -4 | -4.0 | 6
Cc1cc(-c2ccc(C(C)C)c(S(=O)(=O)N3CCOc4ccccc43)c2)on1 | 100 | 17 | -0.3 | -5 | -3 | -19 | -29 | -0.2 | -1
O=C(CCN1C(=O)c2ccccc2C1=O)C1=NN[C@@H]2C(=O)N(c3cccc(Cl)c3)C(=O)[C@H]12 | 108 | -5 | -5.9 | 4 | 7 | 18 | -27 | -2.5 | 2
Cn1c(NC(=O)C2CCCC2)cc(=O)n(C)c1=O | 98 | 9 | -5.3 | -7 | 16 | 11 | -4 | -2.7 | 10
O=c1c2cc(Br)ccc2nc(-c2ccc(Cl)cc2)n1O | 107 | 33 | -4.1 | -4 | 10 | 37* | -14 | -4.4 | 2
CCOC(=O)c1sc(/N=C/N(C)C)c(C(=O)OCC)c1C | 106 | -22 | -1.3 | -3 | -14 | 0 | 1 | -3.8 | -4
NC(N)=NN=C1c2ccccc2-c2ccccc21 | 103 | 20 | 0.7 | -5 | 6 | 10 | 11 | -3.3 | 0
CCOC(=O)C1CCCCN1Cc1ccc(-c2ccccc2)cc1 (configuration not stated) | 90 | 30 | 0.3 | -4 | -1 | 2 | -11 | 2.4 | 7
O=[N+]([O-])c1cc(Br)cc(/C=N/n2cnnc2)c1O | 100 | 6 | -3.5 | -36 | 0 | 15 | -10 | 2.7 | 9
O=C(Cc1ccc([N+](=O)[O-])cc1)NCc1ccc2c(c1)OCO2 | 101 | 9 | -4.0 | 0 | -3 | -4 | 4 | -1.4 | -2
CC(NC(=O)c1cccs1)C(c1cccs1)N1CCN(c2ccccc2)CC1 (configuration not stated) | 106&102 | -26 | -3.5 | 4 | -16 | -7 | -20 | -2.3 | 3
Cc1cnc(NC(=O)c2cc3c(s2)CCCC3)s1 | 97 | 9 | -1.5 | -8 | 26 | -6 | -7 | -2.6 | -2
C=C(C)Cn1c(-c2ccc(OC)cc2)nc2ccccc21 | 109 | 28 | -1.1 | 0 | 19 | 0 | -18 | -2.1 | 2

Source: PubChem
